ADAM10 inh – inhibits human ADAM10 | hit rate 0.62% among 370,000 | recombinant ADAM10, EDANS/DABCYL FRET peptide cleavage, 3 h | inhibition, % at 7 µM | O14672;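 active = inhibition above a per-campaign cutoff equal to the mean of compounds falling between control-based bounds plus 3 SD, cut at about 20% in these data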;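 also: 0% = DMSO wells while the 100% control is not disclosed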
DDE Tn7 FP inh – inhibitors of Tn7 peptide binding to human fibrin DD(E); hit rate 0.13% among 370,000; FP displacement of FITC-Tn7 peptide from fibrin DD(E); 0% = median of compound wells per plate; inhibition, % at 8.3 µM; AID 720508;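 active = inhibition above the mean of compounds falling within the control limits plus 3 SD of them, cut at about 14% in these data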;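 also: 0% = plate median of compound wells and 100% = 10 µM Aha-Tn7 peptide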
Target sequence (P02675 whole entry, looked up): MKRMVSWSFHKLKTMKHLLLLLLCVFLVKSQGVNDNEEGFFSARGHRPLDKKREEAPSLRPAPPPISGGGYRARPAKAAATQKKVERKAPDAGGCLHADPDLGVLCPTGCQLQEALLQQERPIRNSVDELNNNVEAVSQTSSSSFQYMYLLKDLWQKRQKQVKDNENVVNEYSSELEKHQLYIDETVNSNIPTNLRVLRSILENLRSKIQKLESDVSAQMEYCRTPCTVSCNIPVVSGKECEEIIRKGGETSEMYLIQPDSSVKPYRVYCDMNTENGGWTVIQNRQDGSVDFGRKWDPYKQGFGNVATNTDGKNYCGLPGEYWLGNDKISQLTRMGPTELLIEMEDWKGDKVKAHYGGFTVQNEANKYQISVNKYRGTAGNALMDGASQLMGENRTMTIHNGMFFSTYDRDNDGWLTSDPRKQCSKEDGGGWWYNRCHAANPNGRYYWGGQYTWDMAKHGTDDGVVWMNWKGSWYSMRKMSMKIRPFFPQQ
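assay system = human clot-derived fibrin DD(E) complex | quantity = Fibrin-DD(E) at 2 µM final | timing = 10 min preincubation, 3 h with tracer, room temperature | signal = fluorescence polarization | measure = percent inhibition | benchmarks = high control wells with 10 µM unlabelled Aha-Tn7 peptide (full inhibition) | replicates = singlicate testing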
PLC-beta3 inh – inhibitors of human phospholipase C beta3. Purified PLC-beta3, fluorogenic substrate, fluorescence. hit rate 0.18% among 370,000. AID 720704. inhibition, % at 12.2 µM; in the data active = inhibition above about 11%;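 also: 0% = median of compound wells on plate and 100% = full blocker control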
ASAP1 GAP inh – blocks human ASAP1-stimulated Arf1 GTP hydrolysis; Q9ULH1; GDP FP detection; inhibition, % at 16.5 µM; hit rate 0.19% among 360,000; AID 624377; in the data active = inhibition above about 25%;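 also: 0% = vehicle with enzyme and substrate and 100% = no enzyme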
ADAM17 inh – ADAM17 inhibition, QFRET primary screen | P78536 | recombinant ADAM17, EDANS/DABCYL FRET peptide cleavage | inhibition, % at 6.95 µM | hit rate 0.83% among 370,000 | AID 720648;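 active = inhibition above the mean of compounds lying between control limits plus 3 SD, set per campaign, cut at about 8.5% in these data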;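 also: 0% = DMSO-only wells as the low control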
Target sequence (P78536 215-824 limits assumed): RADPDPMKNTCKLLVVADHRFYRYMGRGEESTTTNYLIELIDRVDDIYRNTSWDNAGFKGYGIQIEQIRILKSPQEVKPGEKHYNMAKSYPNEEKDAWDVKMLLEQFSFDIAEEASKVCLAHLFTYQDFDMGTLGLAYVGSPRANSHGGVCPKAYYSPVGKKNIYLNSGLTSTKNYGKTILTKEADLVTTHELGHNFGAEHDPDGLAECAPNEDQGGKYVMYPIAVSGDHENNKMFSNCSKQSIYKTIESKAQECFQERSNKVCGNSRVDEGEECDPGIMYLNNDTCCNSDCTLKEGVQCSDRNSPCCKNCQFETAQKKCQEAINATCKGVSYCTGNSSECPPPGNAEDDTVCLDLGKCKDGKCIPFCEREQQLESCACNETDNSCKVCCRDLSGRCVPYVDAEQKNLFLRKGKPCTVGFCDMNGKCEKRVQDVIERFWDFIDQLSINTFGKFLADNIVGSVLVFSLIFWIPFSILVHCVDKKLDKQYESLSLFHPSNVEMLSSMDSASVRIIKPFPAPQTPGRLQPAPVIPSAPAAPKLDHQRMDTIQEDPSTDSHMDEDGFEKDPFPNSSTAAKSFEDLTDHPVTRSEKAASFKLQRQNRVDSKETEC
SIAE inh – blocks human sialic acid acetylesterase; inhibition, % at 9.66 µM; AID 1053197; hit rate 0.69% among 370,000; Q9HAT2; SIAE FP-Rh probe binding, fluorescence polarization;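 active = inhibition above a cutoff: mean of compounds within the control limits plus 3 SD of those, cut at about 17% in these data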;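 also: 0% = plate median of compound wells and 100% = probe without SIAE protein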
DDE Tn6 FP inh – inhibitors of Tn6 peptide binding to human fibrin DD(E); inhibition, % at 8.3 µM; P02675; Fibrin DD(E) TRITC-Tn6 fluorescence polarization displacement; hit rate 0.21% among 370,000; AID 720509;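 active = inhibition above a per-campaign cutoff: mean of compounds within control limits plus 3 SD, cut at about 15% in these data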;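 also: 0% = median of all compound wells on the plate and 100% = blocking peptide control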
PLCg1 inh – inhibitors of human phospholipase C gamma1 | P19174 | purified PLC-gamma1, fluorogenic substrate, fluorescence | inhibition, % at 12.2 µM | hit rate 0.84% among 370,000 | AID 720700; in the data active = inhibition above about 9.5%
ARFGAP1 inhibitor – inhibitors of rat ARFGAP1. Q62848. Arfgap1-stimulated ARF1 GTP hydrolysis, GDP FP detection. inhibition, % at 16.5 µM. hit rate 0.26% among 360,000. AID 651572;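 active = inhibition above a per-plate limit, mean inhibition of low control wells plus 3 SD, cut at about 25% in these data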;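 also: 0% = DMSO wells with enzyme and 100% = wells lacking Arfgap1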
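Replicates: Single well per compound | Assay system: Truncated rat Arfgap1 GAP domain | Control set: No-Arfgap1 wells (100%) versus DMSO full-reaction wells (0%) | Times: Enzyme reaction 120 min at 25 °C after 20 min preincubation | Reagent: Human ARF1(Δ1-17)-GTP substrate | Measured by: Tracer-displacement fluorescence polarization with EDTA stop, 620/688 nm | Measure: Percent inhibition of Arfgap1-stimulated GTP hydrolysis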
TDP2 inh – TDP2 (human) inhibition, absorbance primary screen. O95551. recombinant TDP2, T5PNP hydrolysis, p-nitrophenol absorbance 415 nm. inhibition, % at 12.8 µM. hit rate 0.34% among 370,000;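 active = inhibition above the mean of all tested compounds plus 3 SD, set per campaign, cut at about 25% in these data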;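 also: 0% = DMSO with enzyme and 100% = buffer with substrate but no TDP2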
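Incubation: 2 h at 37 °C; Test system: recombinant human TDP2; Quantity: enzyme 120 nM; Read-out basis: percent inhibition; Medium: 50 mM Tris-HCl pH 7.5 with Mg2+, KCl, DTT, BSA; Repeats: single replicate; Compound: 12.8 µM single point, 1% DMSO; Signal: epi absorbance; Reagent: 5 mM T5PNP chromogenic substrate; Benchmarks: no-enzyme high, DMSO-plus-enzyme low.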
Numbers without * were called inactive; i = inactive; nt = no result given.

SMILES	ADAM10 inh	DDE Tn7 FP inh	PLC-beta3 inh	ASAP1 GAP inh	ADAM17 inh	SIAE inh	DDE Tn6 FP inh	PLCg1 inh	ARFGAP1 inhibitor	TDP2 inh
CCc1ccc(NC(=O)C/C(C)=N/NC(=O)COc2ccccc2C)cc1	7.5	7.8	-14.1	2.3	-0.1	-0.6	1.6	-6.2	-8.4	-5.6
O=C(O)CCC(=O)N(Cc1cccnc1)Cc1cccc(F)c1	9.2	2.3	7.3	13.1	8.3	-4.7	-0.5	5.1	-17.1	-11.1
COc1ccc(/C=C/C(Cc2cccc(C(C)=O)c2)c2ccc(C)cc2)cc1 (stereo not drawn)	1.0	-2.0	-4.8	nt	2.8	0.6	0.6	-1.1	nt	-7.0
Cc1ccc(C(=O)OCC(=O)Nc2ccc(F)c(Cl)c2)o1	-19.3	3.4	-4.3	-8.2	-3.5	0.1	1.9	-0.8	-10.5	-5.8
O=C(/C=C/c1ccco1)Nc1ccccc1N1CCCCC1	0.3	5.5	-6.8	2.0	-1.4	-3.2	-11.6	-5.2	0.2	1.8
CC1CC(C)CN(C(CCc2ccccc2)C(=O)NC2CCCCC2)C1 (stereo not drawn)	-1.2	-0.4	1.8	8.8	3.8	2.1	-6.9	3.0	3.9	-8.1
COc1ccc(-c2nnc(-c3ccc(F)cc3)o2)cc1	-13.5	7.5	-4.3	-0.8	-7.5	-12.9	4.5	-1.4	-3.0	1.4
O=C(CS(=O)(=O)Cc1ccccc1)N1CCN(c2ccccc2F)CC1	3.6	-7.2	-7.1	0.3	-2.0	1.7	2.7	2.6	-2.4	2.5
COc1cc(C(=O)OCCCOC(=O)c2cc(OC)c(OC)c(OC)c2)cc(OC)c1OC	5.1	-1.3	-2.7	7.8	1.8	15.0	5.7	0.9	2.0	16.1
COC(=O)Cc1ccc(NC(=S)NCCO)cc1	2.7	-5.5	-2.9	-1.4	0.4	3.4	2.8	0.1	-1.9	-7.8
CN1CCN(c2nc3c(c(=O)[nH]c(=O)n3C)n2Cc2ccccc2)CC1	1.9	-6.2	-1.9	-3.7	-2.7	-6.9	-0.5	-0.9	-2.8	-5.0
O=C(c1cc2nc(-c3ccc(F)cc3)cc(C(F)(F)F)n2n1)N1CCCCC1c1cccnc1 (stereo not drawn)	-17.7	0.5	-109.5	8.9	-10.2	1.5	9.0	-73.4	4.3	3.2
CSCc1ccc(C(=O)N2CCCC(Nc3ccc4c(c3)OCCO4)C2)o1 (stereo not drawn)	6.6	3.7	-5.8	-14.0	-2.6	2.9	-1.6	-1.0	-16.4	-6.3
CC[n+]1cc(-c2ccccc2)nc(N2CCOCC2)n1	-3.6	-0.7	0.1	8.3	-3.6	3.3	-5.8	2.6	-7.9	0.7
CN(C)CCCNC(=O)c1cc2sc3ccccc3c2s1	-44.8	0.3	2.2	10.3	-14.9	-1.5	10.0	-0.1	-9.5	-1.5
Cc1ccc(C)c(NS(=O)(=O)c2ccc(OCC(=O)NCc3ccccn3)cc2)c1	0.8	3.8	-1.0	-9.9	-0.6	-2.6	-4.0	-2.5	0.5	-9.2
COCCn1c(SCC(=O)N2CCCc3ccccc32)nc2cccnc21	5.6	-3.5	1.6	-1.9	-1.8	3.2	8.6	2.3	7.7	1.2
COc1ccc(Oc2nccc(-c3ccccc3)c2C#N)cc1	2.4	-6.7	4.3	3.4	2.6	-0.5	-0.7	3.4	8.4	6.0
CCCC(=O)c1ccc(N2CCN(C(=O)OCC)CC2)c(F)c1	-0.3	-1.1	1.6	16.1	4.7	2.1	-0.2	6.3	12.4	-10.3
CC(C)Oc1ccc(Nc2ncnc3ccccc23)cc1	1.2	1.3	-10.6	10.6	-1.2	2.1	-1.0	-7.6	7.4	1.9
CS(=O)(=O)Nc1ccc(-c2cccc3nccn23)cc1	i	4.4	-398.9	-2.8	-378.7	1.9	5.1	-330.9	-4.4	4.1
Clc1nc(Oc2ccccc2)nc(-c2cn(-c3ccccc3)c3ccccc23)n1	-51.7	-4.6	-16.4	5.5	-25.9	4.4	-8.0	-9.2	3.2	-7.5
COc1cccc(-c2cc3nc4c(c(N5CCC6(CC5)OCCO6)n3n2)CCC4)c1	-20.5	-5.1	-87.0	-4.0	-2.7	-11.3	-1.8	-71.8	-14.9	-21.6
CCN1CCN(c2oc(-c3ccccc3C)nc2S(=O)(=O)c2ccccc2)CC1	3.1	-9.0	0.7	15.7	2.6	-2.0	-3.7	3.2	10.1	3.4
COc1cccc(CNC(=O)C2CCCN(c3ncccn3)C2)c1OC (stereo not drawn)	-27.8	1.6	-8.9	nt	-7.9	-3.8	7.6	-10.3	nt	8.2
CC(C)Oc1cc2oc(=O)c3c(c2cc1Cl)CCC3	-102.6	1.0	-11.7	10.9	-28.6	-0.5	-9.1	-12.2	-0.1	-0.9
CCCCCOP(=O)(OCCCCC)C1(NS(=O)(=O)c2ccccc2)C=CC(=O)c2ccccc21 (stereo not drawn)	6.1	2.2	-12.7	3.5	3.0	-1.3	-2.7	-8.4	1.8	3.2
Cc1cccc(C(=O)NCC(=O)N2CCC2)c1	-16.8	1.8	-5.5	-9.9	2.6	2.0	-3.5	3.1	5.2	-4.7
COc1ccc(OCCC(=O)OCC(=O)NCc2ccccc2OC)cc1	2.1	1.3	-1.2	3.8	1.2	3.4	-3.5	1.4	3.7	8.5
C=CCN=C1NC(c2cccc(F)c2)C(C(=O)OC)=C(C)N1C (stereo not drawn)	-0.3	0.4	-1.9	-2.3	-5.6	2.5	-0.1	0.3	-14.3	7.4
ClCc1csc(-c2ccc(Cl)cc2)n1	5.0	6.9	1.4	2.4	-3.4	-11.1	7.0	0.4	-0.7	2.7
O=C(CCCSc1nc2ccccc2[nH]1)NCc1ccco1	-10.7	-0.2	1.1	-0.8	-1.3	4.6	-8.7	3.2	1.7	-11.6
O=C(CN(Cc1ccccc1)S(=O)(=O)c1ccccc1)N/N=C/c1ccc2c(c1)OCO2	8.4	8.4	0.3	-7.1	3.5	-7.0	6.8	0.7	-8.6	10.5
CCOC(=O)C1CCN(c2c(N3CCN(Cc4ccccc4)CC3)c(=O)c2=O)CC1	-8.4	3.7	1.3	4.0	-2.7	1.0	0.9	2.9	-1.7	4.0
CC(=O)c1cccc(-c2ccnc3c2CC(C(=O)Nc2ccc(C(C)C)cc2)O3)c1 (stereo not drawn)	10.5	3.9	-3.5	13.1	3.3	-11.3	-2.6	0.3	9.5	3.4
CCOC(=O)N1CCN(c2ccc(C(F)(F)F)cn2)CC1	-4.7	-3.3	2.7	-3.5	1.2	2.1	2.4	-3.3	6.8	-1.3
CNCCCC1Sc2ccccc2Oc2ccccc21 (stereo not drawn)	2.7	1.3	5.9	7.0	-0.7	1.5	1.4	4.8	5.7	4.5
C/C(Cn1nnc([N+](=O)[O-])n1)=N\NC(=O)c1ccc(O)cc1O	1.7	7.8	-11.1	-3.3	-3.1	11.1	1.2	-6.5	-3.9	-3.9
CCCCC(=O)Nc1ccc(NC(=S)NC(=O)c2cccs2)cc1OC	9.6	3.9	1.9	-3.5	2.3	0.9	4.1	2.3	-3.3	-11.2
CCOc1ccccc1N(CC(=O)OC)S(C)(=O)=O	0.3	7.4	2.5	0.8	-0.7	-1.9	6.5	1.4	-4.8	-3.6

Quoted from the listing:
CS(=O)(=O)Nc1ccc(-c2cccc3nccn23)cc1 – PLCg1 inh: -330.9
CC(C)Oc1cc2oc(=O)c3c(c2cc1Cl)CCC3 – PLCg1 inh: -12.2
CCCC(=O)c1ccc(N2CCN(C(=O)OCC)CC2)c(F)c1 – PLCg1 inh: 6.3

(more compounds)
SMILES	ADAM10 inh	DDE Tn7 FP inh	PLC-beta3 inh	ASAP1 GAP inh	ADAM17 inh	SIAE inh	DDE Tn6 FP inh	PLCg1 inh	ARFGAP1 inhibitor	TDP2 inh
O=C(NCc1cccnc1)c1nc(-c2ccc(C(F)(F)F)cc2)no1	3.8	-12.3	1.2	0.1	1.2	-0.9	-8.6	2.2	3.4	-4.7
CCCc1cc(-c2[nH]ncc2-c2ccc3c(c2)OCCCO3)c(O)cc1O	3.9	-5.5	-0.6	-3.5	10.6*	6.7	-10.0	1.8	21.4	-4.5
CCOc1ccc(CCNC(=O)CCC(=O)N2CCOc3ccccc32)cc1OCC	-3.4	0.9	3.4	-2.7	-2.9	8.9	2.7	4.8	-8.0	2.8
CN1C(=O)[C@H]2[C@@H](c3ccc(C(F)(F)F)cc3)N[C@]3(CCCN(Cc4ccc(C(F)(F)F)cc4)C3=O)[C@H]2C1=O	-3.7	4.2	3.9	-13.2	1.1	3.3	7.9	-2.4	17.5	-5.9
C=CCN(CC=C)S(=O)(=O)c1ccc2nc(NC(=O)C3CCCO3)sc2c1 (stereo not drawn)	1.8	2.6	1.4	-4.6	1.3	-3.8	-1.5	1.4	3.0	-7.3
COc1ccc(C(C(C(=O)c2cccs2)N2CCOCC2)N2CCOCC2)cc1OC (stereo not drawn)	-11.7	-0.7	-8.1	8.9	-4.9	-0.1	1.2	-6.3	2.5	6.8
C[C@@H]1CN(c2ccc(N3CCN(C(=O)OC(C)(C)C)C[C@H]3C)cc2C#N)CCN1Cc1ccccc1	-77.1	-1.5	-64.8	-8.9	-26.2	1.9	-12.3	-67.1	0.5	-17.3
CC(=O)Nn1cc2c(=O)n(C)c(=O)n(C)c2c1	-1.6	6.9	-4.9	-9.5	-2.5	-1.7	4.2	-1.5	-2.6	4.3
CCOC(=O)c1c(C)oc(/N=C/c2ccccc2O)c1C#N	-1.9	-1.0	-1.6	-9.8	-2.1	3.7	-4.9	-3.0	-11.6	-6.4
O=C(CCNC(=O)c1ccco1)Nc1ccc(Cl)c(C(F)(F)F)c1	5.8	-2.5	-1.4	3.6	-0.1	0.6	-1.1	2.7	-0.9	-1.2
Cc1cc(C)c(C#N)c(N2CCN(Cc3ccc4c(c3)OCO4)CC2)n1	-8.4	-4.3	-22.0	8.9	-1.0	-0.8	-9.9	-7.6	12.0	-14.9
O=S(=O)(c1ccccc1)N1CCN(c2nnnn2-c2ccccc2)CC1	4.6	-1.5	-3.8	-12.5	-7.2	-2.1	3.8	-0.6	-0.1	6.2
O=C(CN1C(=O)/C(=C/c2ccccc2)Sc2ccccc21)NCCCN1CCOCC1	-2.8	1.1	-9.5	0.3	3.8	5.4	-1.2	-1.1	6.9	8.1
C/C(=N/NC(=O)c1cccc(C)c1)c1c(O)cc(C)oc1=O	-3.6	-4.0	2.8	-5.7	-1.5	-2.4	-0.5	2.5	7.4	-5.9
